OXTR agonist: human OXTR agonism; P30559; CHO-OTR cells, Fluo-8 calcium fluorescence; normalized: DMSO 0%, oxytocin 100%; activation, % at 3 µM; actives 0.32% (n = 320,000);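 active means activation above the mean of all tested compounds plus 3 SD, cutoff set per screening run, cut at about 20% in these data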;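 further: peak over basal fluorescence ratio from a 100 s FLIPR kinetic read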
Target sequence (P30559 whole entry, looked up): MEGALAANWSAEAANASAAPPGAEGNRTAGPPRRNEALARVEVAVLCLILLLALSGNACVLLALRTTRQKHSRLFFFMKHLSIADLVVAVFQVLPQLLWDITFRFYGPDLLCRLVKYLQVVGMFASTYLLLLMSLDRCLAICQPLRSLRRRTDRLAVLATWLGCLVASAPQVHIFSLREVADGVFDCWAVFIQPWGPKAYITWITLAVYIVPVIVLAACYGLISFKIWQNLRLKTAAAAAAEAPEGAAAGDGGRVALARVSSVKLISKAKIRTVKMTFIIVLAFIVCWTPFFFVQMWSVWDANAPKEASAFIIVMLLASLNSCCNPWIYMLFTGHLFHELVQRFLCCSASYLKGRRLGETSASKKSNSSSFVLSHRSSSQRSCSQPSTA
TAAR1 ag: agonists of human TAAR1 | Q96RJ0 | CHO RD-HGA16 TAAR1, Fluo-8 calcium fluorescence; vehicle wells 0%, saturating PEA agonist 100% | activation, % at 3 µM | actives 0.99% (n = 360,000) | AID 624467;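 active means activation above the mean activation of all test compounds in the run plus 3 SD, cut at about 38% in these data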
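test system = CHO RD-HGA16 cells carrying human TAAR1 plus Gα16 | schedule = 17-24 h seeding, 75 min 37 °C dye, 30 min RT | compound dosing = 3 µM single concentration | control set = DMSO and PEA EC100 | replicates = n 1 | signal = Fluo-8 fluorescence, 5 s baseline then 140 s kinetic read | measure = percent activation vs PEA EC100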
CHO parental Ca: counter-screen: ATP calcium response change in parental CHO cells | parental CHO-K1, ATP-induced calcium, Fluo-8 fluorescence | inhibition, % at 5.6 µM | actives 0.63% (n = 330,000);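 active means inhibition above that plate's mean sample inhibition plus 3 SD, cut at about 26% in these data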;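 further: 0% = ATP-challenged DMSO wells and 100% = DMSO wells without ATP; some compounds past the cut are filed as inactive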
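material = parental CHO cells | also added = ATP as calcium-mobilizing challenge | dosing = single point at 5.6 µM | detection = intracellular calcium via Fluo-8 no-wash fluorescent dye | read-out = % inhibition | benchmarks = low control ATP plus DMSO, high control DMSO only | repeats = one well per compound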
M1 PAM: potentiates human M1 receptor response to acetylcholine. P11229. CHO-K1 hM1, Fluo-8 calcium fluorescence, ACh EC20; 0% = ACh EC20, 100% = maximal ACh. activation, % at 3 µM. actives 0.088% (n = 360,000); in the data active means activation above about 19%, passing the limit was not always enough
TAAR1 antagonist: human TAAR1 antagonism; Q96RJ0; CHO RD-HGA16 TAAR1, Fluo-8 calcium fluorescence, antagonist; inhibition, % at 3 µM; actives 1.5% (n = 360,000);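 active means inhibition above a per-plate cutoff, the mean inhibition of test compounds on that plate plus 3 SD, cut at about 49% in these data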;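 further: 0% = DMSO plus EC80 beta-PEA response and 100% = DMSO alone without agonist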
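Assay system: RD-HGA16 CHO cells with stable hTAAR1 and Gα16 / Reagent: EC80 β-phenethylamine stimulus / Doses: 3 µM, single point / Timing: dye loading 75 min at 37 °C, then 30 min room temperature / Measured by: Fluo-8 intracellular calcium dye fluorescence, real-time kinetic reads / Controls: vehicle wells and EC80 agonist wells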
M1 ag: human M1 muscarinic receptor agonism; P11229; CHO-K1 hM1, Fluo-8 calcium fluorescence, agonist mode; 0% DMSO, 100% acetylcholine EC100; activation, % at 3 µM; actives 0.33% (n = 360,000); AID 588814;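 active means activation above the run's mean compound activation plus 3 SD, cut at about 16% in these data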;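 further: peak over basal fluorescence ratio within a 140 s kinetic read after compound addition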
OXTR potentiator: potentiates the human oxytocin receptor response. actives 0.061% (n = 320,000). CHO-OTR cells, Fluo-8 calcium fluorescence, potentiator mode; 0% = oxytocin EC15, 100% = EC100. activation, % at 3 µM. P30559;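 active means activation above that plate's cutoff, the mean activation of tested compounds plus 3 SD, cut at about 6.6% in these data, passing the limit was not always enough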;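 further: 100% uses oxytocin at 75 nM as the full agonist control; some results filed as inactive read as strong as hits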
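Assay system: CHO-OTR cells, human receptor / Also added: oxytocin at about EC15, sub-maximal agonist stimulus / Dosing: single dose, 3.0 µM nominal final compound concentration / Incubation: 6 min pre-incubation, 100 s read / Technique: Fluo-8 calcium dye fluorescence / Read-out: % activation vs EC15 and EC100 oxytocin / Benchmarks: EC15 oxytocin low, 75 nM oxytocin high / Replicates: singlicate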
V1R ag counter: V1a receptor agonism, counter-screen for OXTR agonists. P37288. CHO-V1R cells, Fluo-8 calcium fluorescence, agonist mode; 0% DMSO, 100% 3 nM vasopressin. activation, % at 3 µM. actives 0.25% (n = 320,000);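 active means activation above the mean activation of all tested compounds plus 3 SD, per screening run, cut at about 20% in these data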;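 further: signal is peak over basal fluorescence ratio across a 100 second FLIPR read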
Target sequence (P37288 whole entry, looked up): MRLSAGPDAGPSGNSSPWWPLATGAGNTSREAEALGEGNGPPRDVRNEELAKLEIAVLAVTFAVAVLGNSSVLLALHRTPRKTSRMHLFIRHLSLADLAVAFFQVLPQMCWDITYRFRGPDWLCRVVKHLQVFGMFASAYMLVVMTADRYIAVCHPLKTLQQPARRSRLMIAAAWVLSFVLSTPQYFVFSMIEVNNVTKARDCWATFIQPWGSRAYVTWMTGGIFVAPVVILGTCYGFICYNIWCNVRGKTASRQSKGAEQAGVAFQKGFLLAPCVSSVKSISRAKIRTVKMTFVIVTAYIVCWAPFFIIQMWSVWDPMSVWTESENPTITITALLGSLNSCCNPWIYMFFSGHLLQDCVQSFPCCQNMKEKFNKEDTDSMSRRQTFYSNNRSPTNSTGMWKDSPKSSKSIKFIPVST
CHRM1 antagonist: antagonists of human M1 muscarinic receptor; P11229; CHO-K1 hM1, Fluo-8 calcium fluorescence, ACh EC80 antagonist; inhibition, % at 3 µM; actives 1.3% (n = 360,000); AID 588852;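 active means percent inhibition above its own plate's cutoff, namely the mean of that plate's compound wells plus 3 SD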;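 further: peak over basal fluorescence ratio during 140 s after agonist addition; 0% = ACh EC80 plus DMSO and 100% = DMSO alone without agonist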
The depositor's hits bear a star; nt = no result given. Hits appear at their usual frequency. About 3.7% of those tested had a hit in this group.

canonical_smiles	CHRM1 antagonist	M1 PAM	M1 ag	TAAR1 ag	V1R ag counter	OXTR potentiator	TAAR1 antagonist	CHO parental Ca	OXTR agonist
Cc1ccc(C)c(OCC(=O)Nc2ccc(N3CCOCC3)cc2)c1	-7.8	4.9	-2.8	1.6	5.4	-5.0	-3.2	-8.1	5.6
Nc1ncnc2c1ncn2[C@@H]1O[C@H](CN2CCCS2(=O)=O)[C@@H](O)[C@H]1O	6.1	-3.5	-1.9	1.1	0.9	5.3	-6.0	-9.9	1.9
N#Cc1c(Nc2ccccc2)s[nH]c1=O	-17.9	11.7	-3.4	0.0	0.1	-8.2	-20.0	-6.9	-0.4
COc1ccc(/C=N\NC(=O)COc2ccccc2)c(C(=O)O)c1OC	4.3	-0.7	-3.3	5.8	1.3	-6.0	-2.1	-6.7	-0.7
C[C@@H](NC(=O)c1[nH]cnc1C(=O)Nc1ccon1)c1ccccc1	13.2	-2.1	-4.3	3.6	-0.7	1.5	-0.3	-19.0	0.7
Cc1ccc(NC(=O)CN2C(=O)S/C(=C\c3cc(Cl)c(OCC(=O)O)c(Cl)c3)C2=O)cc1	-19.2	8.3	-3.4	7.7	-0.1	-15.8	-8.1	3.6	-0.6
CC1=NN(Cc2ccccc2)C(=O)/C1=C\c1ccc(N(C)C)cc1	0.2	0.0	-4.0	-4.9	-1.4	-3.5	-16.4	-14.4	-3.3
Cc1ccc(NCC2(N=Cc3ccccc3)OC(CO)C(O)C2O)cc1 (configuration not stated)	-22.1	12.8	-1.4	2.9	nt	nt	-16.3	nt	nt
Cc1nn(C)c(C)c1NC(=O)COc1ccc(Cl)cc1	-11.1	7.2	2.3	14.0	5.3	-11.0	6.0	-11.7	8.3
O=C(O)CN1C(=O)/C(=C\c2cc(Br)ccc2OCc2ccc(Cl)cc2Cl)SC1=S	-11.6	8.7	-2.4	nt	0.3	-18.4	nt	-9.5	-1.5
Cc1ccc(-c2nnc3n2N=C(c2ccccc2)CS3)cc1	3.4	-10.0	-1.8	-2.1	-0.9	-7.5	12.8	-2.9	-1.2
COc1ccc(C(CNC(=O)c2ccc(NS(=O)(=O)c3ccc4c(c3)OCCO4)cc2)N(C)C)cc1 (configuration not stated)	18.2	-15.0	-7.4	1.6	1.3	-2.6	-15.4	-12.9	0.5
COc1ccc(S(=O)(=O)N(C)C[C@H]2Oc3c(NC(=O)C4CC4)cccc3C(=O)N([C@H](C)CO)C[C@@H]2C)cc1	2.6	-2.8	-9.1	7.3	1.0	-3.8	1.8	-15.1	0.9
O=C(N/N=C/c1ccc([N+](=O)[O-])o1)c1ccc(NS(=O)(=O)c2cccs2)cc1	-14.2	-1.9	-5.2	-0.1	0.3	-1.8	-23.1	-11.4	-0.4
CCCCNC(=O)CSc1nc2cc3c(cc2c(=O)n1CCCN(CC)CC)OCO3	9.7	-5.7	-5.7	1.8	0.1	2.5	-7.2	-8.7	-0.2
CCCCN(C)CCNC(=O)c1ccc2c(c1)NC(=O)C(N1CCCCC1)S2 (configuration not stated)	-20.4	9.9	-5.3	0.1	0.3	-14.3	3.4	0.4	0.9
CCOc1ccc(NC(=O)CSc2nnc(Cn3cnc([N+](=O)[O-])n3)n2C)cc1	-6.5	4.2	-7.7	-0.3	0.6	-4.4	16.0	-7.8	-0.5
O=C(NCCN1CCOCC1)c1cccc(S(=O)(=O)NCc2ccccc2)c1	1.9	2.1	-3.1	1.7	-1.4	0.1	-4.9	-4.3	0.3
CC1CCN(C(=O)CSc2nnc(-c3ccco3)n2N)CC1	-5.2	6.5	-4.0	3.8	nt	nt	5.3	nt	nt
Fc1ccc(-c2nc3c(-c4ccc(Cl)cc4)cnn3cc2CCN2CCOCC2)cc1	-2.8	10.1	-7.3	-1.1	0.2	-6.9	-22.9	-30.0	-0.8
S=C1NCCOCCOCCOCCN1	-48.7	8.7	4.0	17.8	-0.5	-9.0	-15.7	19.3	0.5
CCOC(=O)C1=C(C)N(C)C(=O)NC1c1c(C)nn(-c2ccc(C)cc2)c1Cl (configuration not stated)	-0.2	-2.7	-0.9	11.8	1.4	-27.6	20.3	-10.3	-1.6
Fc1ccc(C(c2nnnn2Cc2ccccc2)N2CCSCC2)cc1 (configuration not stated)	-23.3	4.6	-10.0	5.9	-0.8	-6.6	8.8	-8.8	-1.7
COc1ccc(-c2ccc(SCC(=O)NC3CCCCC3)nn2)cc1	-0.2	2.5	-5.6	-0.4	-1.1	-6.2	-23.9	-7.2	-2.5
Cc1ccc(-c2noc(CCC(=O)NCCN3CCc4ccccc4C3)n2)cc1	-8.1	2.6	-5.0	9.5	7.2	-8.7	-11.1	-44.7	8.2
C/C(=N/NS(=O)(=O)c1ccccc1)c1ccc(NC(=O)C(F)(F)F)cc1	2.7	1.9	-6.7	-0.1	1.1	-8.9	-3.2	-9.2	-0.9
CCc1cc(=O)oc2cc(OC(C)=O)cc(OC(C)=O)c12	-3.7	4.7	-1.2	7.9	-0.6	0.1	-1.4	-6.8	-0.6
Cc1ccccc1NC(=O)CN(C)S(=O)(=O)c1ccc2c(c1)n(C)c(=O)c(=O)n2C	-1.2	0.1	-0.6	1.8	-0.1	5.0	-16.9	-8.8	0.0
NC(=O)C1CCN(CC(=O)Nc2cccc(C(=O)Nc3cccc(C(F)(F)F)c3)c2)CC1	-6.4	12.4	-6.7	8.9	0.6	-14.5	10.5	-2.4	-0.6
CN(c1ccccc1)P(=O)(N(C)c1ccccc1)N(C)c1ccccc1	32.6	-14.4	-7.1	2.6	0.3	-7.2	-9.3	1.5	-2.5
Cn1c(SCC(=O)N=Nc2c(O)[nH]c3ccccc23)nc2ccccc21	nt	nt	nt	nt	-1.1	-4.1	nt	-5.4	-1.3
COc1ccc(/C=C/C(=O)NCC(=O)N/N=C(/C)c2ccco2)cc1	-18.1	17.7	-0.3	3.2	1.5	-6.3	-26.6	-12.1	-0.1
COCCCNC(=O)COc1ccc(Br)cc1Cl	-21.4	13.9	-5.0	2.6	1.2	-1.4	10.5	-11.3	0.0
CC(C)CN(C(=O)c1ccc(-n2cncn2)c([N+](=O)[O-])c1)C1CCS(=O)(=O)C1 (configuration not stated)	-14.4	6.3	-0.8	0.7	-0.3	-5.0	-20.0	-2.0	-0.8
COC(=O)n1c(=O)oc2cc(S(=O)(=O)N3CCOCC3)ccc21	-6.3	11.0	-4.9	10.4	-0.7	-16.2	-4.1	-8.6	1.1
Cc1ccccc1NC(=O)COC(=O)COc1ccc2c(c1)CCC2	6.0	3.5	-1.0	2.6	nt	nt	0.4	nt	nt
Cc1ccc(-c2nnc(SCC(=O)NC3CCCC3)n2N)cc1	-25.0	11.5	-3.1	-0.4	-0.4	0.8	-31.3	-12.5	-0.8
O=C(NNC(=O)C1CCCN(c2ncccn2)C1)c1ccc(F)cc1 (configuration not stated)	-8.6	7.5	-2.1	2.5	1.4	-0.2	-7.6	2.9	1.5
O=C(CNS(=O)(=O)c1ccccc1)NCC(=O)OCc1ccccc1F	-2.5	-1.4	-5.9	2.0	0.6	-1.4	2.7	-12.4	0.4
CC(=O)c1ccc(OCC(O)CN2CCc3ccccc3C2)cc1 (configuration not stated)	2.0	0.2	-11.1	21.1	0.3	-15.2	-9.5	-3.7	-0.5

Pulled one by one from above:
canonical_smiles	CHRM1 antagonist	M1 PAM	M1 ag	TAAR1 ag	V1R ag counter	OXTR potentiator	TAAR1 antagonist	CHO parental Ca	OXTR agonist
COc1ccc(/C=C/C(=O)NCC(=O)N/N=C(/C)c2ccco2)cc1	-18.1	17.7	-0.3	3.2	1.5	-6.3	-26.6	-12.1	-0.1
Cc1ccccc1NC(=O)COC(=O)COc1ccc2c(c1)CCC2	6.0	3.5	-1.0	2.6	nt	nt	0.4	nt	nt

Next part
canonical_smiles	CHRM1 antagonist	M1 PAM	M1 ag	TAAR1 ag	V1R ag counter	OXTR potentiator	TAAR1 antagonist	CHO parental Ca	OXTR agonist
O=C(Nc1cc(SCC(O)CO)cc([N+](=O)[O-])c1)c1ccc(-n2cnnn2)cc1 (configuration not stated)	2.1	0.0	-5.7	-0.3	-0.5	-11.0	13.6	-10.0	-0.5
O=C(Oc1ccccc1Cl)c1ccccc1P(=O)(O)O	-5.3	6.7	-5.5	-3.2	0.8	-5.7	9.3	-13.2	0.6
Cc1cc(=O)oc2cc(OC(C)C(=O)Nc3nccs3)ccc12 (configuration not stated)	1.1	2.8	-4.2	2.2	1.1	-0.6	3.2	-6.5	1.8
COc1ccccc1NC(=S)NNC(=O)c1ccccc1Br	2.9	-2.5	-4.2	1.4	0.3	-8.4	-2.8	3.7	-0.1
C[C@H]1CN([C@@H](C)CO)C(=O)CCCn2nncc2CO[C@@H]1CN(C)S(=O)(=O)c1ccc2ccccc2c1	6.5	-9.1	-6.8	-1.1	nt	nt	8.1	nt	nt
CSc1cccc(CNC(=O)CC2C(=O)NCCN2CC(C)(C)C)c1 (configuration not stated)	-4.9	7.4	-7.9	2.4	0.9	-17.8	-5.0	-14.8	-0.8
CC(=O)c1cccc(-c2ccnc3c2CC(C(=O)Nc2cccc(C(F)(F)F)c2)O3)c1 (configuration not stated)	-1.9	-8.6	-1.4	3.2	nt	nt	34.8	nt	nt
CS(=O)(=O)Nc1ccc(C(=O)N2CCc3ccccc3C2)cc1	11.3	-12.2	-6.0	1.9	-0.2	-8.8	8.7	-13.3	0.1
O=C(OC(C(=O)NCc1cccs1)c1ccccc1Cl)c1ccco1 (configuration not stated)	3.2	-0.7	-7.0	4.4	-0.7	0.3	10.8	-10.1	-1.7
C/C(Cc1ccccc1)=N\NC(=O)CNC(=O)c1ccc(Cl)cc1	-3.0	1.7	-4.0	-0.7	-1.3	2.9	-14.6	-10.5	-1.1
COc1ccc(C2Nc3ccccc3C(=O)N2c2ccc(Cl)cc2)cc1Cn1cc([N+](=O)[O-])cn1 (configuration not stated)	-3.4	-1.9	-10.5	1.1	-1.3	-4.9	16.0	-17.7	-1.2
O=C(CN1C(=O)c2ccccc2S1(=O)=O)NCCSCc1c(F)cccc1Cl	0.2	-4.1	-2.1	3.9	1.9	-7.1	0.7	-10.5	3.2
Cc1cc(C)c2nc(SC(C)C#N)cc(C)c2c1 (configuration not stated)	-9.7	2.8	-5.4	1.7	0.3	-15.9	-30.4	-20.7	-1.3

Screening data: PubChem BioAssay, The Scripps Research Institute Molecular Screening Center
